EPAC2 antagonist: blocks human EPAC2 exchange factor | Q8WZA2 | EPAC2 GEF exchange of Rap1B-BODIPY-GDP, fluorescence | Potency, µM (top dose mostly 114 µM), for the others: at the highest dose activity, negative = inhibition, hits mostly inhibitors | 0.18% of 360,000 active; note: potency is the fitted concentration of half-maximal effect; % is set by controls: 0 for no effect and ±100 for the full control effect; nearly all actives have a fitted effect of over 45% in size; many of its hits are not listed in these tables
TDP43 rescue: inhibitors of TDP-43 toxicity in yeast. 1.8% of 410,000 active. TDP-43 expressing yeast growth rescue, BacTiter-Glo, 24 h. AID 652104. Potency, µM (top dose mostly 46.1 µM), without a hit: at the top dose growth rescue (activation), actives largely listed as activators; note: potency is the fitted concentration of half-maximal effect; % of control where 0% means no effect; nearly all actives have a fitted effect of over 50% in size
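Growth rescue of TDP-43-toxic yeast measured as ATP luminescence (BacTiter-Glo). Cells grown to mid-log in raffinose, induced in galactose at OD600=0.02, exposed to compound 24 hr at 30 deg C.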
Abeta rescue: A-beta toxicity reversal in yeast. yeast expressing A-beta42, growth rescue, OD600, 48 h; response scale: 0% DMSO, 100% iron-clioquinol control. Potency, µM (series often up to 46.1 µM), without a hit: at the top dose growth rescue, most hits filed as activators. 0.063% of 410,000 active. AID 1347071; note: potency is the fitted concentration of half-maximal effect; nearly all actives have a fitted effect of over 55% in size
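Yeast A-beta toxicity model in growth medium with pinned compounds, 48 h at 30 C; growth read as absorbance at 600 nm. Normalized to FeCl3/clioquinol equimolar mix (positive) and DMSO (negative).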
D3 antag: D3 dopamine receptor (human) antagonism. P35462. D3R cells, DiscoveRx beta-arrestin luminescence, antagonist mode; stronger effect = lower value. max response, negative = inhibition, %. 2.5% of 360,000 active. AID 652054; in the data active = max response below about -50%; inconclusive = no clear call, values can overlap the other calls; note: % is set by controls: 0 for no effect and ±100 for the full control effect; mostly tested at two doses, the higher about 12 µM
Target sequence (P35462 whole entry, looked up): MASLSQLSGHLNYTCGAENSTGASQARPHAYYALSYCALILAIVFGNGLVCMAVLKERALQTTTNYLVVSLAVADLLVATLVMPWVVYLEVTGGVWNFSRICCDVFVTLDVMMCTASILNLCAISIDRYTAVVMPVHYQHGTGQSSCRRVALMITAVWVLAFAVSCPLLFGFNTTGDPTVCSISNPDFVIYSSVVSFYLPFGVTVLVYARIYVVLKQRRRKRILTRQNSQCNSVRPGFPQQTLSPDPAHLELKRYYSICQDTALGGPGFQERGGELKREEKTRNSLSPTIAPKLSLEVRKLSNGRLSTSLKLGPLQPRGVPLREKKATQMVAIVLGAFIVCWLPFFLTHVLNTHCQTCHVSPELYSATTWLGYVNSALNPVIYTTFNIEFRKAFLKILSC
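Cells plated overnight at 1500 cells/well, then exposed to library compounds with dopamine controls for 90 minutes at 37 degrees C. DiscoveRx reagent added for 30–60 minutes at room temperature; luminescence read, quantitative HTS format.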
aSyn yeast inh: inhibitors of alpha-synuclein toxicity in yeast; Yeast expressing alpha-synuclein, growth rescue, BacTiter-Glo, 24 h; Potency, µM (titrated, usually from 46.1 µM), inactives show at the top dose growth rescue (activation), hits mostly activators; 0.14% of 370,000 active; AID 652106; note: potency is the fitted concentration of half-maximal effect; % of control where 0% means no effect; nearly all actives have a fitted effect of over 65% in size
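Readout is rescue of growth in alpha-synuclein-expressing yeast, so inhibitors of toxicity appear as activators. Growth after 24 hr at 30 deg C in galactose medium is quantified by luminescence.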
EPAC2 ag: EPAC2 (human) agonism; 0.079% of 360,000 active; Q8WZA2; AID 720711; Potency, µM (series often up to 154 µM), for the others: at the top dose activation, hits mostly activators; EPAC2 activation, biochemical qHTS; response scale: 100% = 6.5 mM cAMP response; note: potency is the fitted concentration of half-maximal effect; nearly all actives have a fitted effect of over 50% in size
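Setup: EPAC2 100 nM, labeled Rap1B complex 250 nM, free GDP 50 uM. Compound titrations pinned in, brief spin, 5 min room temperature incubation. Kinetic fluorescence read over 30 min, normalized to 6.5 mM cAMP.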
D3 ag: agonists of human D3 dopamine receptor. P35462. 0.58% of 410,000 active. max activation, %. D3R DiscoveRx beta-arrestin cells, luminescence, 90 min; in the data active = max activation above about 30%; note: 0% is about no effect; mostly tested at two doses, the higher about 12 µM
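Agonist mode: compounds and dopamine controls were applied to plated cells for 90 min at 37 degrees C after an overnight attachment at 1500 cells/well. Luminescent read-out followed 30 - 60 minutes at room temperature with DiscoveRx detection reagent.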
FUS suppressor: suppressors of FUS proteinopathy in yeast. Potency, µM (series often up to 76.6 µM), without a hit: at the top dose growth rescue (activation), usual class: activators. 0.24% of 390,000 active. AID 1347120. S. cerevisiae FUS-expressing, growth rescue, OD600, 24 h;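 note: potency is the fitted concentration of half-maximal effect; plate controls were DMSO vehicle for no effect and reference control for full effect; nearly all actives have a fitted effect of over 55% in size; some results filed as inactive show a strong effect at the top dose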
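Restored growth of FUS-toxic S. cerevisiae, read as 600 nm absorbance after 24 h at 30C in galactose medium (starting OD 0.005). Controls CP55940 and DMSO.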
Starred values were filed as active, the others as inactive; ? = inconclusive; nt = not tested or not shown; [ ] = remark or other dose. Unless noted, calls come from the whole dose curve; as a rule, active = well fitted curve in the direction sought with a large enough effect; inconclusive = small, poorly fitted or top-dose-only effect, or another doubt; inactive = no such curve, though single readings can be large; an effect the other way counts as inactive or inconclusive. Only part of the results is shown. The share of hits here may be higher or lower than overall.

entry	SMILES	EPAC2 antagonist	TDP43 rescue	Abeta rescue	D3 antag	aSyn yeast inh	EPAC2 ag	D3 ag	FUS suppressor
1	CC1S/C(=N/N=C/c2ccco2)N(Cc2ccccc2)C1=O (stereo unspecified)	-13%	29%	-7%	-2	16%	25%	-1	25%
2	N#CCCCc1cc2cc(F)ccc2cn1	2%	14%	-20%	-7	-7%	2%	0	-14%
3	CC(Sc1nc(N)cc(=O)[nH]1)C(=O)Nc1ccc(N2CCOCC2)cc1 (stereo unspecified)	-2%	-6%	3%	4	-3%	5%	-1	?
4	Cc1nc2ccccc2cc1C(=O)NCc1ccc(F)cc1	7%	13%	-7%	1	-10%	7%	4	-6%
5	Cc1ccc(NC(=O)c2nc[nH]c2C(=O)NCC(=O)OC(C)(C)C)cc1	8%	4%	0%	?	-2%	-8%	-4	-23%
6	COc1ccccc1N(CC(O)COc1c(C)cc(C)cc1C)S(=O)(=O)c1ccccc1 (stereo unspecified)	-2%	18µM*	-1%	8	24%	5%	4	nt
7	COc1ccc(CCNC(=O)c2oc3ccc(OC)cc3c2C)cc1	1%	4µM*	-19%	-13	-6%	16%	2	15%
8	Cc1cc(C(F)F)n2ncc(C(=O)NCc3ccccc3)c2n1	-2%	4%	-23%	-23	-1%	1%	-5	4%
9	O=C1C2CC=CCC2C(=O)N1Cc1ccccc1 (stereo unspecified)	0%	-7%	-4%	-5	5%	8%	6	-20%
10	CC(C)CN(CC(C)C)CC(O)CN(c1ccccc1)S(=O)(=O)c1ccccc1[N+](=O)[O-] (stereo unspecified)	-7%	0%	-6%	-14	-5%	7%	-14	7%
11	CC1(C)CC(=O)C(N=Nc2cccc([N+](=O)[O-])c2)=C(O)C1	0%	-94%[inhibitor]	-95%[inhibitor]	-67*	-74%[inhibitor]	16%	-18	14%
12	COCCCn1c(C)csc1=Nc1cccnc1	15%	0%	7%	3	-1%	7%	1	nt
13	O=C(NNc1cccc(Cl)n1)Nc1ccc(F)cc1	1%	nt	0%	1	3%	-3%	-4	3%
14	O=C1OC(CC(=O)N(Cc2nnc(-c3ccccc3Cl)o2)C2CC2)c2ccccc21 (stereo unspecified)	-1%	13%	-4%	25	12%	5%	2	11%
15	CC(=O)Nc1ccc(NC(=O)/C(=C/c2ccco2)NC(=O)c2ccccc2)cc1	4%	-9%	-9%	12	2%	9%	2	3%
16	CCc1ccccc1NC(=O)CCNS(=O)(=O)c1cc(Br)cnc1N	-1%	0%	-3%	2	-1%	5%	-19	-2%
17	COc1ccc(Cl)cc1C(=O)NNC(=O)c1cccs1	4%	21%	11%	1	-8%	11%	-7	-10%
18	O=C1c2ccccc2C(=O)N1CCC(c1ccc(F)cc1)c1ccco1 (stereo unspecified)	16%	10%	-1%	-27	10%	13%	5	20%
19	CCCCC(c1nnnn1C1CCCC1)N1CCN(C(=O)c2ccco2)CC1 (stereo unspecified)	-5%	7%	-18%	17	7%	2%	1	9%
20	C=CCN(Cc1nc(-c2ccc(OC)cc2)no1)C(=O)c1ccc2c(c1)OCO2	?	?	-14%	-7	0%	16%	-6	32%
21	Cc1ccc(S(=O)(=O)NC(CC(C)C)C(=O)Oc2ccc3c4c(c(=O)oc3c2)CCC4)cc1 (stereo unspecified)	-3%	-10%	-18%	9	0%	12%	21	38%
22	COc1cccc(CN(C)S(=O)(=O)c2c(C)noc2C)c1OC	11%	3%	10%	1	0%	-4%	-4	-11%
23	COC(=O)c1ccccc1NC(=O)CCCn1nc([N+](=O)[O-])c(Br)c1C	2%	9%	nt	-3	-1%	4%	3	-2%
24	Cc1nc2cc(C(=O)NCCN3CCOCC3)ccc2n1-c1ccc(F)cc1F	10%	13%	22%	5	7%	0%	-7	-5%
25	N#Cc1ccc(OCC(=O)Nc2cccc(S(=O)(=O)NC3=NCCCCC3)c2)cc1	6%	0%	-10%	5	3%	-1%	5	23%

A draw from above in order of heavy-atom count, low to high:
entry	SMILES	EPAC2 antagonist	TDP43 rescue	Abeta rescue	D3 antag	aSyn yeast inh	EPAC2 ag	D3 ag	FUS suppressor
9	O=C1C2CC=CCC2C(=O)N1Cc1ccccc1 (stereo unspecified)	0%	-7%	-4%	-5	5%	8%	6	-20%
13	O=C(NNc1cccc(Cl)n1)Nc1ccc(F)cc1	1%	nt	0%	1	3%	-3%	-4	3%
1	CC1S/C(=N/N=C/c2ccco2)N(Cc2ccccc2)C1=O (stereo unspecified)	-13%	29%	-7%	-2	16%	25%	-1	25%
8	Cc1cc(C(F)F)n2ncc(C(=O)NCc3ccccc3)c2n1	-2%	4%	-23%	-23	-1%	1%	-5	4%
5	Cc1ccc(NC(=O)c2nc[nH]c2C(=O)NCC(=O)OC(C)(C)C)cc1	8%	4%	0%	?	-2%	-8%	-4	-23%
15	CC(=O)Nc1ccc(NC(=O)/C(=C/c2ccco2)NC(=O)c2ccccc2)cc1	4%	-9%	-9%	12	2%	9%	2	3%

Further compounds:
Key to letters – A = EPAC2 antagonist; B = TDP43 rescue; C = Abeta rescue; D = D3 antag; E = aSyn yeast inh; F = EPAC2 ag; G = D3 ag; H = FUS suppressor
#26 CC1=C(C(=O)OC(C)C)C(c2ccc(Cl)cc2)n2c(s/c(=C\c3ccc(OCC(=O)O)cc3)c2=O)=N1 (stereo unspecified)
  A: 5% | B: 7% | C: -14% | D: -18 | E: -20% | F: 21% | G: 0 | H: -3%

#27 C=CCNC(NC(=O)c1ccccc1)(C(=O)OCC)C(F)(F)F (stereo unspecified)
  A: -3% | B: 19% | C: -41% | D: -11 | E: 0% | F: 13% | G: -5 | H: -1%

#28 CCCNC(=O)c1cc2n(n1)CCCN(Cc1ccc(F)cc1)C2=O
  A: nt | B: 0% | C: -3% | D: nt | E: nt | F: nt | G: 1 | H: -26%

#29 CCOC(=O)c1[nH]c2ccccc2c1NC(=O)CC(C)C
  A: -9% | B: ? | C: 7% | D: -18 | E: -1% | F: 2% | G: -5 | H: -11%

#30 Cn1c(Cn2nnc3ccccc32)nnc1SCC(=O)N1c2ccccc2CCc2ccccc21
  A: 0% | B: -10% | C: -7% | D: -20 | E: 2% | F: 6% | G: -4 | H: ?

#31 O[C@@H]1CN(C2CCN(Cc3ccccc3)CC2)CC[C@H]1N1CCCCCC1
  A: 7% | B: nt | C: 23% | D: 14 | E: -28% | F: -3% | G: 3 | H: 13%

#32 CCOC(=O)C(C)On1c(-c2ccccc2)nc2ccc([N+](=O)[O-])cc21 (stereo unspecified)
  A: -5% | B: 7% | C: -14% | D: -2 | E: 24% | F: 11% | G: -5 | H: 22%

#33 CC(C)C(=O)NCCc1nc(-c2ccc(Cl)cc2)no1
  A: 2% | B: 11% | C: 3% | D: 2 | E: -6% | F: -3% | G: 7 | H: -16%

#34 O=C([C@H](O)c1ccccc1)N1CCC[C@H]1CO
  A: -2% | B: -26% | C: -15% | D: 23 | E: -4% | F: 1% | G: 11 | H: 12%

#35 CCOC(=O)C1CCN(C(=O)Nc2ccc(Cl)cc2)CC1
  A: 5% | B: -10% | C: -9% | D: 0 | E: 6% | F: -3% | G: -3 | H: 4%

Only D3 antag and aSyn yeast inh, for some of the entries so far:
entry | SMILES | D3 antag | aSyn yeast inh
33 | CC(C)C(=O)NCCc1nc(-c2ccc(Cl)cc2)no1 | 2 | -6%
34 | O=C([C@H](O)c1ccccc1)N1CCC[C@H]1CO | 23 | -4%
35 | CCOC(=O)C1CCN(C(=O)Nc2ccc(Cl)cc2)CC1 | 0 | 6%

Remaining list, next part
Key to letters – A = EPAC2 antagonist; B = TDP43 rescue; C = Abeta rescue; D = D3 antag; E = aSyn yeast inh; F = EPAC2 ag; G = D3 ag; H = FUS suppressor
#36 O=C(c1cccc(F)c1)N1CCN(C(=O)c2cc3ncc(Br)cn3n2)CC1
  A: -4% | B: -18% | C: 6% | D: -26 | E: 8% | F: 12% | G: -26 | H: 24%

#37 O=C(Nc1ccc2ccccc2n1)Nc1cccs1
  A: 5% | B: 3% | C: 1% | D: 26 | E: 0% | F: -2% | G: 1 | H: -4%

#38 CC1=C(C(=O)Nc2ccccc2)C(c2ccccn2)n2nc(CCCO)nc2N1 (stereo unspecified)
  A: -7% | B: 10% | C: 7% | D: -3 | E: 2% | F: 11% | G: -7 | H: -14%

#39 COc1ccc(C(=O)N/C(=C\c2cn(C)c3ccccc23)C(=O)N2CCOCC2)cc1
  A: 12% | B: -18% | C: -1% | D: 1 | E: -5% | F: 10% | G: 1 | H: 20%

#40 CC(=O)c1cccc(NC(=O)CSc2nnc3ccc(-c4ccc(Br)cc4)nn23)c1
  A: nt | B: 0% | C: -10% | D: nt | E: nt | F: nt | G: 3 | H: 35%

#41 Cc1ccc2c(c1)C1CN(C)CCC1N2C(=O)c1cccc(S(=O)(=O)N2CC(C)CC(C)C2)c1 (stereo unspecified)
  A: -7% | B: -23% | C: 18% | D: -26 | E: -7% | F: -6% | G: -12 | H: 22%

#42 O=C(Nc1ccc(N2CCOCC2)c(Cl)c1)c1ccc(-n2cnnc2)cc1
  A: 4% | B: 8% | C: 15% | D: 11 | E: 7% | F: 7% | G: 3 | H: 16%

#43 COCC(C)n1c(C)cc(C(=O)CSc2nnc(N)s2)c1C (stereo unspecified)
  A: -1% | B: 6% | C: -6% | D: -10 | E: 2% | F: 8% | G: 2 | H: ?

#44 CCCCOC(=O)/C=C/c1ccc(OC(=O)OC)c(OC(=O)OC)c1
  A: -7% | B: 14µM* | C: -53%[inhibitor] | D: -10 | E: -41%[inhibitor] | F: 6% | G: -6 | H: 24%

#45 CCOC(=O)c1[nH]c(C)c(C(=O)Nc2ccc(Cl)cc2)c1C
  A: 5% | B: 17% | C: 4% | D: -7 | E: -1% | F: 8% | G: 5 | H: -8%

#46 O=C(Nc1cc(Cl)ccc1N1CCOCC1)c1ccc(N2CCCC2=O)cc1
  A: 1% | B: -6% | C: -1% | D: 6 | E: -2% | F: 2% | G: -1 | H: -3%

#47 CCOc1ccc(S(=O)(=O)N(CC)CC(=O)NCc2cccnc2)cc1
  A: -13% | B: -22% | C: -9% | D: -6 | E: -5% | F: -5% | G: 5 | H: -22%

#48 Cc1ccc(NC(=O)c2ccco2)c(NC(=O)C2CCCO2)c1 (stereo unspecified)
  A: 14% | B: -5% | C: 5% | D: 19 | E: ? | F: 3% | G: 7 | H: -1%
